KDM5B inhibitor: blocks human KDM5B histone demethylase activity. Q9UGL1. KDM5B demethylase, FDH-coupled NADH fluorescence (FDH is formaldehyde dehydrogenase). Potency, µM (series often up to 57.7 µM), for the others: at the highest dose activity change, negative = inhibition, actives largely listed as inhibitors. actives 2.6% (n = 220,000). AID 1347165; active = well fitted inhibition curve with a large enough effect; inconclusive = small, poorly fitted or top-dose-only effect; inactive = no such curve, though single readings can be large or run the other way; also: 0% is about no effect; nearly all actives have a fitted effect of over 70% in size
Target sequence (Q9UGL1 whole entry, looked up): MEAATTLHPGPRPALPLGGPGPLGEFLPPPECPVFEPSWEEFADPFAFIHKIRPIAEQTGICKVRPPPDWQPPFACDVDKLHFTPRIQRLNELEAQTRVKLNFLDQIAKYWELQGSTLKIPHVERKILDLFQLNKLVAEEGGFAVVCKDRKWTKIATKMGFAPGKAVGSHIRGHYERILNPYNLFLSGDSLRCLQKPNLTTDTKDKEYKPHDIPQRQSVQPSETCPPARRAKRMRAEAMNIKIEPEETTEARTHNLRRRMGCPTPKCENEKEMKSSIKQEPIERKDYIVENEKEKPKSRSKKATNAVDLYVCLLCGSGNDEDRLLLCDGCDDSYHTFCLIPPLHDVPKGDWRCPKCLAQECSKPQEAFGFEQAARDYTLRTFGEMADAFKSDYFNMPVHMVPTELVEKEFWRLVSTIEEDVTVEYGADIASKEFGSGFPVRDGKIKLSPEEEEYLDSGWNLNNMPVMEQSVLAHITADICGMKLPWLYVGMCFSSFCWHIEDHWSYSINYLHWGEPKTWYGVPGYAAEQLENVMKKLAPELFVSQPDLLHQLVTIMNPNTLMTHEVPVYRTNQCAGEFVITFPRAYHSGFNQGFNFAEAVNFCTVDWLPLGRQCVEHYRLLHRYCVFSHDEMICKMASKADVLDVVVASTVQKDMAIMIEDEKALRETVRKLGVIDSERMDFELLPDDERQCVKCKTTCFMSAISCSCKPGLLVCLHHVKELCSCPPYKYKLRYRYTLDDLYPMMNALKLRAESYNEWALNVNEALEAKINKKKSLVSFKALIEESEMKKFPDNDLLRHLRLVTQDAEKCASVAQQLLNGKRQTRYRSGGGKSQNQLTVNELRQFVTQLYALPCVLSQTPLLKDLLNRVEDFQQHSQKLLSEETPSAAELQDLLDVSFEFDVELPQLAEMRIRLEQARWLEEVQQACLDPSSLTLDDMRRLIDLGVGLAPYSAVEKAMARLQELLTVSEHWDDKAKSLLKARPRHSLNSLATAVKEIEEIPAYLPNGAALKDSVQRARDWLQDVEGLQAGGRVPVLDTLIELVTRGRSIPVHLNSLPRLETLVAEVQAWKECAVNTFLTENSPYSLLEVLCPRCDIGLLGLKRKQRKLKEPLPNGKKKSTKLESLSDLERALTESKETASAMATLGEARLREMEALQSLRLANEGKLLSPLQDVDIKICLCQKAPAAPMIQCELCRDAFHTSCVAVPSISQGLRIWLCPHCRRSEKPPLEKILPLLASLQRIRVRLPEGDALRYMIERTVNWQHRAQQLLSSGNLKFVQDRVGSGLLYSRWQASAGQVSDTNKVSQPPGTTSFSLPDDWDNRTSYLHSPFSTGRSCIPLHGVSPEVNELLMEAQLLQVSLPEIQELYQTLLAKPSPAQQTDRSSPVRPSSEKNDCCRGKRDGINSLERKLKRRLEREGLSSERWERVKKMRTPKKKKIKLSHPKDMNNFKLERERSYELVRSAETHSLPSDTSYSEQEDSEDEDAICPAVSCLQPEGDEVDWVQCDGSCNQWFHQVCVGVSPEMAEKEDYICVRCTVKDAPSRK
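KDM5BΔAP (200 nM final) in 50 mM HEPES pH 7.5, 0.01% Tween-20 was preincubated 10 min at RT with compound over a concentration range. Substrate mix (H3K4me3 12.5 µM, α-KG 25 µM, Fe²⁺, ascorbate, NAD⁺, FDH) was added, and NADH fluorescence change over 30 min gave dose-response curves.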
* marks the source's active call; other numbers are inactive results; i = inactive; ? = inconclusive; [ ] = dose if it differs, or a comment. Potency is read from the fitted curve at half-maximal effect.

SMILES	KDM5B inhibitor
CCN(CC)CCNC(=O)c1ccc(-c2nc(CS(=O)(=O)c3ccc(C)cc3)c(C)o2)cc1	?
CCn1nc(C)c(CCN(C)C(=O)Nc2cc(C)cc(C)c2)c1C	6%
CCc1nnc(SC(CC)C(=O)Nc2cc(C)ccc2C)c2cc3occc3n12 (stereo not given)	-12%
CCN1/C(=C/C=C2/SC(=Nc3cccc4ncccc34)N(C)C2=O)Sc2ccccc21	5%
CC(C)c1cccc(Nc2ccc(S(N)(=O)=O)cc2[N+](=O)[O-])c1	-11%
COc1ccc(S(=O)(=O)N2CC[C@H]3NC(=O)N(Cc4ccccc4)C(=O)[C@H]32)cc1	-13%[86.2 µM]
O=[N+]([O-])c1cc(C(F)(F)F)cc([N+](=O)[O-])c1NCCNC(=S)Nc1ccc(Cl)c(Cl)c1	-3%
O=C(Cc1ccccn1)N1CCn2c(nn(-c3ccc(F)cc3)c2=O)C1	22%
O=[S+]([O-])(c1cccnc1)c1nnn2c1nc(NCc1ccc(F)cc1)c1ccccc12	?
O=C(NCc1ccccc1)NC[C@H]1Cn2cc(-c3ccccc3)nc2CO1	?
O=C(NCCc1ccccc1)c1cc2ccccc2oc1=O	9%
Cc1ccc(CNC(=O)CCCc2c[nH]c3ccccc23)cc1	19%
COc1ccc(-c2cc(N3CCC(NC(=O)c4cccc(Cl)c4)C3)n[nH]2)cc1 (stereo not given)	?
O=C(CCn1ccn2nc3c(c2c1=O)CCCC3)NCc1ccc2c(c1)OCO2	0%
COc1cc(OC)c2c(C)c(CC(=O)N3CCCCC3)c(=O)oc2c1	i
O=C(C1CCCN(S(=O)(=O)c2ccc(Br)s2)C1)N1CCN(c2cccc(Cl)c2)CC1 (stereo not given)	0%
Cc1cc(N2CCC(C)CC2)nc2ccc(NC(=O)Cc3ccccc3Br)cc12	?
Cc1ccc(OCCn2nnc3sc4c(c3c2=O)CCC(C)C4)cc1 (stereo not given)	-12%
COc1cccc(-c2csc(NCC(C)C)n2)c1	-3%
COc1ccc(NC(=O)N2CCCC(c3ccccc3)C2)cc1 (stereo not given)	26%
COc1cccc2c1O/C(=N\O)C(C(=O)Nc1ccc(C)cc1)C2 (stereo not given)	16%
CC(=C/c1ccccc1)/C=N/NC(=O)c1cccs1	-16%
CC1CC1C(=O)NCCC(=O)NC1CC2CCC1(C)C2(C)C (stereo not given)	30%
Cc1c(Cl)cccc1Nc1nc(N)c(C(=O)c2ccccc2F)s1	-2%
CCc1ccc(NC(=O)CCn2nc(C)c(S(=O)(=O)N3CCCCC3)c2C)cc1	-22%
O=C(NC1CCCCC1)c1ccc(CN2C(=O)NC3(CCS(=O)(=O)CC3)C2=O)cc1	4%
Cc1ccc(CNC(=O)CCCCCn2c(=O)c3sccc3n(CC(=O)N3CCCCC3C)c2=O)cc1 (stereo not given)	1%
COc1ccccc1C1C=C(c2ccc(F)cc2)Nc2nc(-c3ccc(Cl)cc3)nn21 (stereo not given)	?
CC(Cc1c[nH]c2ccccc12)NC(=O)CNc1nc(Cl)nc2nc[nH]c12 (stereo not given)	-4%
CCOc1ccccc1NC(=O)Cn1c(=O)n(-c2ccc(Cl)cc2)c(=O)c2oc3ccccc3c21	-10%
CCOc1ccccc1-n1c(SCC(=O)OC)nc2ccccc2c1=O	-12%
CC(C)C(=O)N1CCC(N2C(=O)C3(CCCC3)C2c2ccccc2)CC1 (stereo not given)	-2%
COc1ccc(Cn2ccn(Cc3cccc(OC)c3)c(=O)c2=O)cc1	?
COc1ccc(Nc2cnc3ccc(-c4ccc(OC)c(OC)c4)nn23)cn1	-21%[86.2 µM]
N#CCCn1nc(-c2ccccc2)c2ccccc2c1=O	15%
CCNC(=O)NC[C@H]1O[C@H](Cc2cc(CN(C)Cc3ccccc3)on2)CC[C@@H]1O	-7%[86.2 µM]
CCC(CC)NC(=O)C1CCCN(C(=O)c2ccccc2)CCC(=O)NCC1 (stereo not given)	-19%
CCc1ccc(NC(=O)C2CCCN(S(=O)(=O)c3c(C)[nH]c(=O)[nH]c3=O)C2)cc1 (stereo not given)	-45%
CC(C)c1noc(Cn2c(=O)c(C#N)cn(C3CC3)c2=O)n1	3%
CCCc1nn2c(=O)cc(COc3cc(C)cc(C)c3)nc2s1	1%
O=C1CCCC2=C1C(c1ccc(Br)cc1)n1nnnc1N2 (stereo not given)	-22%
CC(NC(=O)c1ccccc1)C(=O)O (stereo not given)	14%
O=C(NCCCc1ccccc1)c1nnn2c1COC(c1ccc(Br)cc1)C2 (stereo not given)	-22%
COc1ccc(Br)cc1CSc1nnc(C)n1C1CC1	-9%
O=C1[C@@H]2C[C@@H](CN2Cc2ccccc2)Oc2ccccc2N1CC1CC1	-16%[86.2 µM]
COc1ccc(C(=O)N2CCc3ccc(C(=O)NCc4ccccc4C)cc32)cc1	?
CN(C)C(=O)c1ccc(Cl)cc1NS(=O)(=O)c1cccc(F)c1	21%
O=C(NCC(=O)N1CCCC1c1ccccc1)c1ccc(Cl)c(Cl)c1 (stereo not given)	1%
COc1ccc(C2=NOC(C(=O)Nc3cc(C)nn3-c3ccccc3)C2)cc1OC (stereo not given)	11%
COc1cc(OC)cc(-c2onc(C)c2C(=O)NCc2ccc(F)c(F)c2)c1	-26%
(next part)
SMILES	KDM5B inhibitor
CCOC(=O)C1(Cc2ccc(F)cc2)CCCNC1 (stereo not given)	6%
CCOc1cc2[nH]c(=O)n(CCC(=O)N3CCN(c4cccc(Cl)c4)CC3)c(=O)c2cc1OCC	-5%
N#Cc1c(NC(=O)CSc2nc(C(F)(F)F)nc3ccccc23)sc2c1CCC2	9%
CC1=C(C(=O)N(C)C)C(c2ccc(Cl)cc2)N2C(CC(=O)NCc3ccccc3)=CSC2=N1 (stereo not given)	?
COc1ccc(NC(=O)O[C@@H]2CO[C@H]3[C@@H]2OC[C@@H]3NS(=O)(=O)Cc2ccccc2)cc1	-13%
CCOC(=O)N1CCC(N2C(=O)c3ccccc3C2Nc2cc(C)cc(C)c2)CC1 (stereo not given)	25%
O=C(Nc1nccs1)C1CC(=O)N(c2n[nH]c3cccc(F)c23)C1 (stereo not given)	-13%
COc1cc(OC)c(N(C)C(=O)Cn2ncc3c([nH]c4ccccc43)c2=O)cc1Cl	-5%
NC(=O)c1cccc(OCc2ccccc2)c1	-3%
Cc1nn(Cc2ccccc2)c(C)c1CNC(=O)c1cc(Cl)c2c(c1)OCCCO2	-12%
CCOC(=O)[C@]12CCCCC/C=C\1N(CCc1ccc(Cl)cc1)C(=O)[C@H]2CC(=O)NCC1CCCCC1	6%
COc1cccc(N2C(=O)NC(=NC3CCCC3)C23CCCN(Cc2ccsc2)C3)c1 (stereo not given)	8%[115 µM]
CC(=O)Nc1ccc(C2(C(=O)NCc3ccc(F)c(Cl)c3)CCC2)cc1	-6%
CC(C)c1ccc(C2c3c(-c4ccccc4O)n[nH]c3C(=O)N2CCc2ccccc2)cc1 (stereo not given)	-29%
CCOC(=O)c1ccccc1NC(=O)c1c(F)cccc1F	-5%
CCOc1ccccc1CN1CCC2(CCN(C(=O)OC)CC2)Oc2ccccc21	?
COCCOC1CCOC2(CCN(S(=O)(=O)Cc3ccccc3)CC2)C1 (stereo not given)	-3%
CCc1nc2c(c(-c3ccc(OC)cc3)n1)CN(C(=O)c1ccc(C)cc1)CC2	?
O=C(O)CC12CC3CC(C1)CC(n1ncc(NCc4ccccc4Cl)c(Cl)c1=O)(C3)C2	32%[activator]
O=S(=O)(Nc1nc2ccccc2nc1NC1CC1)c1ccc2c(c1)OCCO2	-6%

Ordered by count of non-hydrogen atoms (rising): 12 of the compounds above
SMILES	KDM5B inhibitor
NC(=O)c1cccc(OCc2ccccc2)c1	-3%
CCOC(=O)C1(Cc2ccc(F)cc2)CCCNC1 (stereo not given)	6%
CCOC(=O)c1ccccc1NC(=O)c1c(F)cccc1F	-5%
O=C(Nc1nccs1)C1CC(=O)N(c2n[nH]c3cccc(F)c23)C1 (stereo not given)	-13%
CC(=O)Nc1ccc(C2(C(=O)NCc3ccc(F)c(Cl)c3)CCC2)cc1	-6%
O=S(=O)(Nc1nc2ccccc2nc1NC1CC1)c1ccc2c(c1)OCCO2	-6%
CCc1nc2c(c(-c3ccc(OC)cc3)n1)CN(C(=O)c1ccc(C)cc1)CC2	?
CCOc1ccccc1CN1CCC2(CCN(C(=O)OC)CC2)Oc2ccccc21	?
COc1cccc(N2C(=O)NC(=NC3CCCC3)C23CCCN(Cc2ccsc2)C3)c1 (stereo not given)	8%[115 µM]
CC(C)c1ccc(C2c3c(-c4ccccc4O)n[nH]c3C(=O)N2CCc2ccccc2)cc1 (stereo not given)	-29%
CCOc1cc2[nH]c(=O)n(CCC(=O)N3CCN(c4cccc(Cl)c4)CC3)c(=O)c2cc1OCC	-5%
CCOC(=O)[C@]12CCCCC/C=C\1N(CCc1ccc(Cl)cc1)C(=O)[C@H]2CC(=O)NCC1CCCCC1	6%

Next entries follow:
SMILES	KDM5B inhibitor
Cc1nc2ccc(S(=O)(=O)N(CC(=O)Nc3ccc(F)cc3F)Cc3ccccc3)cc2s1	-10%
CC(C)N1CC2(C1)C(=O)N(C)C(=O)[C@@H]1C[C@@H](O)CN12	-19%[115 µM]
CN(C)C(=O)N1Cc2ccccc2OC2(CCN(C(=O)c3ccnc(N)c3)CC2)C1	89µM*
CNC(=O)[C@@H](c1ccccc1F)N1CCC[C@H]1C(=O)N(C)CCN(C)C	-28%[86.2 µM]
CCOc1ncccc1C(=O)Nc1ccc(C)c(S(=O)(=O)N(C)C)c1	-18%
Cc1ccccc1Oc1ncccc1CNCc1cccc(O)c1	-15%
Cc1cc(C)cc(NC(=O)C2CC(=O)n3c(nc4ccccc43)N2)c1 (stereo not given)	-8%
C/C(=N\NC(N)=S)c1ccc(-c2ccc(Br)cc2)cc1	-12%
COCC(=O)NCC12CCCC=C1NC(=O)CC2 (stereo not given)	-18%
CC(C)c1ccc(OCC(=O)c2ccc3c(c2)N(CCCC(=O)NCC2CC2)C(=O)CO3)cc1	-7%
O=C(c1ccc(N2CCCN(Cc3ccc(Cl)cc3)C2=O)cc1)N1CCOCC1	14%
COc1ccc(N(CC(=O)N2CCc3ccccc3C2)S(=O)(=O)c2ccc(C)cc2)cc1Cl	-19%
CN(Cc1nc(-c2ccncc2)no1)C(=O)C1CNCCO1 (stereo not given)	?
O=C(O)CCC(=O)N1Cc2ccccc2CC2(CCCN(CC3CCCCC3)C2)C1 (stereo not given)	1%[115 µM]
CCOc1ccc(C(c2c(O)cc(C)n(Cc3ccco3)c2=O)N2CCN(c3ccccc3)CC2)cc1 (stereo not given)	?
CCCCn1c(CCC(=O)Nc2ccccc2C)nc2c1c(=O)[nH]c(=O)n2CCC	10%
N#Cc1ccc(C(=O)NCc2nnc3ccc(-c4ccc(F)cc4)nn23)cc1	28µM*
CN(C)Cc1nnc(C2CCN(C(=O)c3cn[nH]c3-n3cnnn3)CC2)n1C	-12%
CC1(C)CC(NC(=O)Cc2ccccc2)CC(C)(CNC(=O)Cc2ccccc2)C1 (stereo not given)	-23%
O=C([C@@H]1C[C@H](Oc2ccccc2)CN1C(=O)Cn1c(=O)oc2ccccc21)N1CCCC1	-14%
COc1cccc(N2CC(C(=O)N3CCC(C(=O)NCC(F)(F)F)C3)NC2=O)c1 (stereo not given)	6%
COc1ccc(C(=O)N[C@H]2C[C@@H](Cc3cc(CN(C)C)on3)C2(C)C)cc1	-10%[86.2 µM]
COc1ccc(CCNC(=O)CNC(=O)c2ccc3c(c2)OCO3)cc1OC	4%
Cc1cccc(C(=O)N2C[C@@H](Oc3ccccc3)C[C@H]2C(=O)N2CCOCC2)c1	30%
COc1ccccc1CNC(=O)c1ccc2c(c1)CC(=O)N2Cc1ccc(F)cc1	-12%
CC(Cc1ccncc1)Nc1nccc(-c2cnn(-c3ccccc3)c2)n1 (stereo not given)	32µM*
COc1ccc(-c2nc3c(c(SCC(=O)Nc4cc(C)cc(C)c4)n2)Cc2c(CO)cnc(C)c2O3)cc1	6%
COc1ccc(C(=O)COC(=O)c2cc(=O)c3ccccc3o2)cc1	16%
Cn1ccnc1-c1ccc(N2CCC(CO)(CCOc3ccccc3)CC2)nn1	28µM*
Cc1ccc(NC(=O)C2CCCCC(=O)N2)cc1F (stereo not given)	16%
Cc1ccccc1-c1nnn(CCCn2c(=O)c3c(ncn3C)n(C)c2=O)n1	6%
C[C@@H]1CN(C(=O)CCc2cnccn2)C[C@@]1(O)C1CC1	3%
COc1ccccc1NC(=O)c1c(C)oc2ccn(Cc3ccc(F)cc3)c(=O)c12	32µM*
Cc1nnc(NC(=O)CSc2nnc(CC(=O)Nc3ccccc3F)n2C)s1	22%
COc1ccccc1-c1noc(CCC(=O)N2CCc3c(nc4cc(-c5ccccc5)[nH]n4c3=O)C2)n1	?
CC(C)c1ccc(NC(=O)C2CCC(CNS(=O)(=O)c3ccc4c(c3)CCCC(=O)N4)CC2)cc1 (stereo not given)	-25%
O=C(CCn1cnc2onc(-c3ccc(F)cc3)c2c1=O)N1CCN(c2ccccc2F)CC1	-13%

Some of the compounds tested; rates above refer to the full screens.
